JNK3 inh: blocks human JNK3 kinase activity | P53779 | purified JNK3 kinase activity, HTS | inhibition, % at 8 µM | 60,000 tested, 0.61% active; in the data active = inhibition above about 17%;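 note: 0% = DMSO and 100% = reference inhibitor; many of its hits are not listed in these tables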
Target sequence (P53779 whole entry, looked up): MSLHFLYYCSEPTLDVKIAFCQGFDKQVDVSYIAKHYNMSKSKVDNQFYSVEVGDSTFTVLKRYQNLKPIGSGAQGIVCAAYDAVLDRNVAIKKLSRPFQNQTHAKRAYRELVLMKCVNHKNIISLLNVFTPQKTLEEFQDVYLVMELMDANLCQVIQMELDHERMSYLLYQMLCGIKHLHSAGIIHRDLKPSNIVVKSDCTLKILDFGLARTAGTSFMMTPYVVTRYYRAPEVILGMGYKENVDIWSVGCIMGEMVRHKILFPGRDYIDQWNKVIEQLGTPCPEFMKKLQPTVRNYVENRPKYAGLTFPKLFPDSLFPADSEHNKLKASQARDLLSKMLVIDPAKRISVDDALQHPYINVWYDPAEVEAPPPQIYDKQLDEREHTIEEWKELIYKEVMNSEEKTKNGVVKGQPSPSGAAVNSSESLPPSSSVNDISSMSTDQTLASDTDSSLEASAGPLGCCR
Cdc25B block: inhibitors of human Cdc25B phosphatase. P30305. recombinant Cdc25B, OMFP fluorescence Ex485/Em525. inhibition, %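 (compounds tested at 10 µM final in the well)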. 65,000 tested, 0.1% active. AID 368; in the data active = inhibition above about 50%
Target sequence (P30305 whole entry, looked up): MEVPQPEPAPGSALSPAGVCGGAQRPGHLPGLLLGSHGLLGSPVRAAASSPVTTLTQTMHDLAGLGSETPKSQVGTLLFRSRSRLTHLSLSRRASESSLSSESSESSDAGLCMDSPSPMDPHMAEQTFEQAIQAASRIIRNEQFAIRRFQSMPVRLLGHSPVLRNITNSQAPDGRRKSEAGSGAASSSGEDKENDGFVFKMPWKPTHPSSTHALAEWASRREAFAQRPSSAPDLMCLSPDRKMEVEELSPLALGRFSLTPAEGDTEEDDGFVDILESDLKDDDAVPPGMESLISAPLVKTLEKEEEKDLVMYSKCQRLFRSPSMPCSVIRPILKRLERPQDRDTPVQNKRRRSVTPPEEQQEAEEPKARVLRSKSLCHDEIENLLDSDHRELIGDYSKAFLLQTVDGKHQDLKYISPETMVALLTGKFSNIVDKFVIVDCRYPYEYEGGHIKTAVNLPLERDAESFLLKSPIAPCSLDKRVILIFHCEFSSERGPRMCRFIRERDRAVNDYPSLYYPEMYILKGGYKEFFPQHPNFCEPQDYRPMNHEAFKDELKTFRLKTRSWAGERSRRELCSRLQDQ
MKP-1 inh: blocks human MKP-1 phosphatase activity; recombinant MKP-1, OMFP hydrolysis fluorescence; 65,000 tested, 0.15% active; inhibition, %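 (compounds tested at a single concentration somewhere between 10 and 100 µM)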;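 active = inhibition above about 50%, limit read from the data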;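 note: 0% = DMSO max control wells and 100% = wells with enzyme stopped by NaOH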
Autofluor 339: intrinsic fluorescence of library compounds, ex339/em460 – biochemical, MLSMR library, data from DPM-DC assay, artefact control, profiling panel; compound autofluorescence, ex339/em460 nm, NADH buffer; stronger effect = higher value; 1 = no-compound wells, NADH background; fluorescence fold increase at 10 µM; 65,000 tested, 5.5% active;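 active = at 10 µM, mean starting fluorescence two-fold or more over control wells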;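 note: signal is the first read of a kinetic run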
HER2 expr 66K: lowers expression of human Her2 kinase. P04626. 65,000 tested, 0.69% active. AID 645. SKBR-3 HER2 protein level, AlphaScreen, 18-24 h; stronger effect = lower value. HER2 level % of control, % at 10 µM;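 active = HER2 level under 5% of the carrier-only control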;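 note: 100% = DMSO carrier and 0% = 500 nM PU-H71 HSP90 inhibitor; lower value means stronger loss of Her2 protein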
Hsp90 block: displaces geldanamycin probe from tumor Hsp90. P07900. NCI-N417 lysate Hsp90, Cy3B-geldanamycin FP displacement. inhibition, % at 30 µM. 64,000 tested, 0.35% active. AID 429;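 active = inhibition above 50%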;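 note: 0% = tracer plus lysate wells and 100% = tracer alone without lysate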
ROCK2 inh: inhibitors of human Rho kinase 2; 60,000 tested, 0.35% active; O75116; AID 604; inhibition, % at 6 µM; purified ROCK2, Kinase-Glo ATP depletion luminescence;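 active = inhibition above the screen-wide mean inhibition plus 3 SD, cut at about 18% in these data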;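 note: plate controls were DMSO wells for no effect and Y-27632 control wells after no-enzyme background subtraction for full effect; many of its hits are not listed in these tables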
A340 absorber: absorbance at 340 nm. compound absorbance at 340 nm, fold over control. 65,000 tested, under 10 active. fold change at 10 µM;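 active = at 10 µM dose, initial 340 nm absorbance at least 2 fold that of control wells; inactive = change under 2 fold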;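 note: initial absorbance extrapolated from kinetic A340 decline of NADH oxidation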
PKA inh: PKA (human) kinase inhibition; P17612; PKA Kemptide phosphorylation, Kinase-Glo ATP luminescence; inhibition, % at 6 µM; 65,000 tested, 0.1% active; AID 524;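 active = inhibition above the screen-wide mean inhibition plus 3 SD, cut at about 21% in these data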; note: many of its hits are not listed in these tables
Starred values were filed as active, the others as inactive; x = not tested or not shown. An excerpt, so the mix of outcomes need not match the whole.

SMILES	JNK3 inh	Cdc25B block	MKP-1 inh	Autofluor 339	HER2 expr 66K	Hsp90 block	ROCK2 inh	A340 absorber	PKA inh
Cc1cc(NC(=O)CCC(=O)N(CC2CCCO2)C(C(=O)NC2CCCC2)c2ccccc2C)no1 (stereo not drawn)	2	6	3	1	132	1	0	0.96	-1
Cc1ccc(NC(=O)COc2ccc(/C(N)=N/O)cc2)cc1C	x	-11	-2	1.1	95	2	x	1	10
CC(=O)Nc1ccc(OC(=O)CC2SC(=O)NC2=O)cc1 (stereo not drawn)	0	-24	-26	1.1	82	-2	9	1	4
O=C1C2CC=CCC2C(=O)N1c1nc2n(n1)C(c1ccccc1)CC(c1ccccc1)N2 (stereo not drawn)	0	5	28	1	86	2	6	1	3
COc1ccccc1N1CCN(C(=O)C2CCN(S(=O)(=O)c3ccc(Cl)cc3)CC2)CC1	-8	-21	25	1.1	86	2	3	1	8
O=C(CCn1c(=S)[nH]c2cc3c(cc2c1=O)OCO3)N1CCN(c2ccccn2)CC1	x	-8	10	1	89	-4	x	1.1	2
Cn1nnc(NC(=O)c2cccc(OCc3ccccc3)c2)n1	5	-3	5	1.1	100	-4	8	1	10
Cn1nc(C(=O)Nc2c(-c3ccccc3)nc3sccn23)c2ccccc2c1=O	0	-8	-2	1	1.1*	-6	1	1	10
O=C(CSc1ncn[nH]1)c1ccccc1	6	-6	-22	1	100	-5	5	0.99	8
Cc1cc(=O)oc2cc(OCC(=O)OCc3nnc(-c4ccccc4)o3)ccc12	4	4	15	1.9	90	-3	6	1	8
C=CCn1c(SCC(=O)Nc2cccc(OC)c2)nnc1-c1cccnc1	10	-13	-19	1	107	-1	3	0.98	2
Cc1cc2ncn(-c3nnnn3-c3ccccc3)c2cc1C	6	-4	3	1.1	69	3	1	1	-2
Cc1sc2nc(SCC(=O)N3CCOCC3)[nH]c(=O)c2c1C	-3	-9	6	1.1	68	1	-2	1.1	1
CCOC(=O)C1=C(CSc2nc3c(cc2C#N)CN(C)CC3)OC(N)=C(C#N)C1c1ccccc1 (stereo not drawn)	5	-12	1	1.3	84	-13	8	1	4
CSc1ccc(S(=O)(=O)N2CCCC2)cc1	-2	1	4	1.1	87	1	0	1	0
O=C(NC1CCCCC1)C(c1ccccc1F)N(Cc1ccco1)C(=O)Cn1nnc2ccccc21 (stereo not drawn)	-5	-21	6	1.1	69	-2	-2	0.99	-12
CCn1c(-c2ccccc2O)n[nH]c1=S	-4	-8	0	1.1	88	-5	-4	1.1	2
Fc1ccc2nc(Nc3nc4c(s3)CCCC4)sc2c1	3	25	1	1.8	67	-11	5	1.1	6
CCOC(=O)c1ccc(NC(=O)CSc2nc(SC)ns2)cc1	2	-5	-4	1.1	63	-23	4	1	4
COc1ccc(S(=O)(=O)NC(CC(=O)NCCc2ccc(OC)c(OC)c2)c2ccco2)cc1 (stereo not drawn)	0	-18	4	1.1	87	0	8	1.1	14
COC(=O)c1cc(NC(=O)CSc2nnc(CN3CCOCC3)n2C)ccc1Cl	-5	-5	0	1.1	67	-4	4	1.1	6
COc1ccc(NC(=O)C2CCCN2C(=O)NCc2ccccc2)c(OC)c1 (stereo not drawn)	-3	-2	12	1	110	3	1	0.99	11
COc1ccc(-c2nnc(SC3CCOC3=O)n2C2CCCCC2)cc1OC (stereo not drawn)	-2	0	7	1	106	1	1	1	4
CCOc1ccc(-n2c(=O)c3c4c(sc3n(CC(=O)NCc3ccco3)c2=O)CCC4)cc1	0	27	15	1.1	95	-9	1	1.1	0
COC(=O)c1c(NC(=O)CCN2CCOCC2)sc2c1CCCC2	-3	-6	2	1.2	107	0	-3	1.1	-6
CCc1ccc(S(=O)(=O)NCc2csc(-c3cccnc3)n2)s1	4	-9	-1	1.1	97	-6	4	1	2
CCOc1ccc2c(C)c(C(=O)O)oc2c1OCC	-2	-13	-5	1.2	96	-2	2	1	1
Cc1ccc(CNC(=O)Nc2ccccc2)cc1	4	-7	6	1	106	-1	3	0.96	5
CC(C)(C)C(=O)Nc1ccccc1N1CCN(C(=O)c2ccc(Cl)cc2)CC1	-3	-17	9	1.1	64	3	3	1	6
O=C1CC(c2ccccc2)n2ncnc2N1 (stereo not drawn)	4	-4	2	1.1	109	0	5	1	3
COC(C)(C)[C@]12CC(O)(C(C)C)ON1[C@H]1CCCCC1N2O (stereo partly drawn)	4	7	-23	1.1	105	1	3	0.97	7
O=C(CSc1nnc(-c2ccc(OC(F)F)cc2)o1)NC(=O)NCc1ccco1	-1	8	36	1.1	93	-5	1	1	-6
CCn1cc(S(=O)(=O)CC(=O)Nc2ccc3c(c2)OCCO3)c2ccccc21	x	-5	6	1.1	192	x	x	1	11
Cc1c(NC2=C(Cl)C(=O)N(c3ccccc3)C2=O)c(=O)n(-c2ccccc2)n1C	-7	2	9	1.1	91	0	0	1.1	-2
O=C(CN(C1CCCCC1)S(=O)(=O)c1ccc(Cl)cc1)NCCCO	0	0	0	1.1	114	-1	5	1	9
Cc1cc(NS(=O)(=O)c2ccc(NC(=O)COc3ccc(Cl)cc3)cc2)no1	-5	1	10	1	87	0	3	0.99	8
CCC(C)N1CC23C=CC(O2)C(C(=O)OC)C3C1=O (stereo not drawn)	-1	5	11	1.1	91	-2	1	1	-1
CCCCn1c(NCCC)nc2c1c(=O)[nH]c(=O)n2C	-3	-11	1	1	64	0	-3	0.98	-6
CC(C)COc1ccc(C(=O)CCN2CCCCC2)cc1	-1	-16	10	1.1	84	-3	0	1	1
COc1ccc(NC(=O)CSc2nnc(COc3ccccc3)n2Cc2ccco2)cc1OC	-3	-7	-16	1.1	79	2	2	1	6

Entries of single compounds as entered above. Screens in order: JNK3 inh	Cdc25B block	MKP-1 inh	Autofluor 339	HER2 expr 66K	Hsp90 block	ROCK2 inh	A340 absorber	PKA inh
Cc1c(NC2=C(Cl)C(=O)N(c3ccccc3)C2=O)c(=O)n(-c2ccccc2)n1C in the list: -7	2	9	1.1	91	0	0	1.1	-2
O=C(CSc1nnc(-c2ccc(OC(F)F)cc2)o1)NC(=O)NCc1ccco1 in the list: -1	8	36	1.1	93	-5	1	1	-6

(more compounds)
SMILES	JNK3 inh	Cdc25B block	MKP-1 inh	Autofluor 339	HER2 expr 66K	Hsp90 block	ROCK2 inh	A340 absorber	PKA inh
O=C(Nc1ccc(Cl)c(Cl)c1)N1CCC(N2CCCCC2)CC1	-2	-9	-4	1.1	104	1	-3	1	-4
Cc1cc(C)cc(N2CCCn3c2nc2c3c(=O)n(CCN3CCOCC3)c(=O)n2C)c1	-8	-3	4	1	131	-3	-6	0.97	-11
COc1cc2nc(NC(=O)c3ccc(Cl)cc3)[nH]c(=O)c2cc1OC	1	4	29	1.4	67	-2	5	1.1	7
CCCCC(OC(=O)c1cc2occc2n1C)C(=O)NCC1CCCO1 (stereo not drawn)	0	-20	-2	1.1	94	0	6	0.97	6
Cc1ccc(Cl)cc1N1CCN(C(=O)CCS(=O)(=O)c2cccc3nonc23)CC1	x	-13	9	1.1	86	x	x	1.1	4
COCCNC(=O)CN(C(=O)CCC(=O)Nc1cc(C)on1)c1cccc(C)c1C	-3	-26	24	1.1	93	-3	-3	1	-6
C=C(C)C1CCC(C)=C1COC(=O)Nc1ccccc1 (stereo not drawn)	1	-7	-4	1.1	85	-3	-1	1.1	2
CCCCn1c(SCC(=O)Nc2ccc(OC)cc2)nc2ccc(N3CCOCC3)cc2c1=O	x	5	20	2.4*	83	0	x	0.98	4
O=C(Nc1cccc2ccccc12)c1cnccn1	2	-1	-1	1	98	0	4	1	0
CC12CN3CCN(CC(C3)C1(O)CN1CCCCC1)C2 (stereo not drawn)	2	-2	-1	0.99	101	-4	4	0.99	9
CCOc1ccc(NC(=O)CCN2CCCCC2)cc1	0	-11	6	0.91	128	0	5	1	10
CN=C1c2c(-c3ccccc3)c3cc(OC)ccc3n2CCN1C	-1	17	-29	1.3	158	-4	6	1.1	6
CC(=O)N1CN(Cc2ccccn2)Cc2c1sc1c2CCCC1	-4	-18	19	1.1	105	4	1	1	6
COc1ccc(-n2c(C)nc3c(cnn3-c3ccccc3)c2=O)cc1	-1	3	12	1.1	85	3	0	1.1	1
CCc1cc2c(=O)n(N)c(CCC(=O)O)nc2s1	1	-6	9	1.1	92	-2	6	1	3
CC(=NC1CCN(Cc2ccccc2)CC1)c1c(O)[nH]c(=O)[nH]c1=O	-9	1	-4	1.1	120	-1	-1	1.1	2
COc1ccc(Nc2nc3c(c(=O)n(C)c(=O)n3C)n2CCO)cc1	-18	1	-18	1.1	105	-5	4	1	5
COc1ccc(OC)c(NC(=O)Nc2nnc(N3CCC(C)CC3)s2)c1	2	-22	17	0.99	61	-2	1	1	6
CCC1=NC(c2ccc(OC)cc2OC)N(O)C1(C)C (stereo not drawn)	5	1	-4	1.1	106	-3	4	1	3
Cn1c(SCC(=O)c2ccccc2F)nnc1C1CC1	-2	-9	17	1.2	108	-1	-4	1.1	-1
Nc1ccc(S(=O)(=O)Nc2ccc(S(N)(=O)=O)cc2)cc1	6	-10	16	1.1	126	-4	6	0.98	10
CC(=O)N1CCc2cc(S(=O)(=O)CCC(=O)Nc3c(C)n(C)n(-c4ccccc4)c3=O)ccc21	3	3	-2	1.1	108	-2	6	0.98	14
CCCNC(=O)NC(=O)CN1C(=O)NC(C)(c2ccc(C)cc2)C1=O (stereo not drawn)	-1	4	18	1.1	134	0	8	1	8
CN1CCCC(OC(=O)CCCC(=O)OC2CCCN(C)C2)C1 (stereo not drawn)	-2	23	1	1.1	89	-2	3	0.98	0
CCOC(=O)c1cc(NC(=O)C2CCCO2)cc(C(=O)OCC)c1 (stereo not drawn)	0	3	21	1.1	84	-17	3	1	2
CC(O)c1n(C)c(Cl)c[n+]1C (stereo not drawn)	6	-17	-13	1.1	73	0	9	1	4
CCCCc1c(O)nc(SCCN(C)C)n(-c2ccccc2)c1=O	-3	-3	-17	1	80	5	-8	1	5
COc1ccccc1S(=O)(=O)Cc1ccc(C(=O)NCc2cccs2)o1	3	-2	17	1	108	-6	5	1	8
COc1ccc(Cl)cc1NC(=O)CN1CCC(n2nnc3cc(C)ccc32)CC1	5	-18	16	1.1	57	-2	6	0.98	8
CC(C)C(C(=O)Nc1ccc2c(c1)OCO2)N1C(=O)c2ccccc2C1=O (stereo not drawn)	4	-6	1	1	105	16	0	1	-2

As entered above:
CCCNC(=O)NC(=O)CN1C(=O)NC(C)(c2ccc(C)cc2)C1=O (stereo not drawn) – Hsp90 block: 0
CC(=O)N1CCc2cc(S(=O)(=O)CCC(=O)Nc3c(C)n(C)n(-c4ccccc4)c3=O)ccc21 – PKA inh: 14

Continued:
SMILES	JNK3 inh	Cdc25B block	MKP-1 inh	Autofluor 339	HER2 expr 66K	Hsp90 block	ROCK2 inh	A340 absorber	PKA inh
C=CCn1c(SCC(=O)Nc2nc(C)cs2)nnc1C(CO)NC(=O)c1ccccc1 (stereo not drawn)	4	-1	-1	1.1	40	-9	6	1	6
COC(=O)C1CCN(C(=O)c2ccc(Cl)c(S(=O)(=O)NCc3cccnc3)c2)CC1	x	-11	8	1.1	x	x	x	1	11
O=C(COc1ccc(Cl)cc1)Nc1ccccc1C(=O)NCc1ccco1	4	3	1	1.1	43	-3	8	1	7
CCCOc1ccc(C2c3c(oc4cc(C)c(C)cc4c3=O)C(=O)N2CCCN(C)C)cc1OCC (stereo not drawn)	-2	-13	1	1.1	89	-4	5	1.1	9
CC1CCCCN1CC(=O)Nc1sc2c(c1C#N)CCC2 (stereo not drawn)	-1	3	18	1.1	68	0	2	1.1	-1
O=C(Nc1ccccc1C(=O)NC(Cc1c[nH]c2ccccc12)C(=O)O)c1ccco1 (stereo not drawn)	-9	-10	9	1.1	88	-5	5	1	5

Source: PubChem
